Pf growth 96h: P. falciparum growth inhibition at 96 hour, primary screen for plastid delayed-death inhibitors; Potency, µM (doses to about 28.7 µM), for inactives: at the highest dose activity change, negative = inhibition, most hits filed as inhibitors; AID 504834; actives 6.9% (n = 320,000); P. falciparum luciferase reporter growth, 96 h; further: potency means the concentration at half of the fitted maximal effect; on the % scale 0 is the no-effect control and ±100 the full control effect
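96 h incubation, 37 C, 5% CO2, of luciferase-reporter P. falciparum-infected RBCs (2% hematocrit, 0.05% parasitemia final) with test compounds; endpoint luminescence.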
Sm TGR block: S. mansoni TGR enzyme inhibition; Potency, µM (highest dose often 114 µM), without a hit: top-dose activity change, negative = inhibition, actives largely listed as inhibitors; purified TGR, DTNB reduction, TNB absorbance 405 nm; Q962Y6; actives 3% (n = 360,000); further: potency means the concentration at half of the fitted maximal effect; on the % scale 0 is the no-effect control and ±100 the full control effect; nearly all actives have a fitted effect of over 60% in size
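First, TGR (20 nM dispensed) and NADPH were mixed with compound. Second, a 15 min room-temperature incubation followed. Third, further NADPH and then DTNB were added to start the reaction. Finally, TNB absorbance was monitored kinetically.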
Pf growth 48h: P. falciparum growth inhibition at 48 hours (one generation) | P. falciparum luciferase growth in erythrocytes, 48 h | Potency, µM (top dose mostly 28.7 µM), without a hit: at the top dose activity change, negative = inhibition, usual class: inhibitors | actives 5.9% (n = 310,000) | AID 504832; further: potency means the concentration at half of the fitted maximal effect; on the % scale 0 is the no-effect control and ±100 the full control effect
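A one-generation exposure of luciferase-tagged malaria parasites in RPMI 1640/Albumax erythrocyte culture, 37 C and 5% CO2. Inhibition is inferred from decreased luminescence after adding detection reagent.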
Shiga toxin inh: inhibitors of Shiga toxin in Vero cells. actives 9.2% (n = 290,000). AID 2315. inhibition, % at 38.7 µM. Vero cells, Shiga toxin protein synthesis inhibition reporter; in the data active means inhibition mostly above about 28%, no sharp cut-off; inactive means mostly below about 43%; further: 0% is about no effect
FBPA Giardia inh: blocks Giardia fructose-bisphosphate aldolase activity; actives 0.71% (n = 290,000); purified Giardia FBPA; Potency, µM (doses to about 59.6 µM), inactives show top-dose activity, negative = inhibition, usual class: inhibitors; AID 2451; A8B2U2; further: potency means the concentration at half of the fitted maximal effect; on the % scale 0 is the no-effect control and ±100 the full control effect; nearly all actives have a fitted effect of over 55% in size
Target sequence (A8B2U2 whole entry, looked up): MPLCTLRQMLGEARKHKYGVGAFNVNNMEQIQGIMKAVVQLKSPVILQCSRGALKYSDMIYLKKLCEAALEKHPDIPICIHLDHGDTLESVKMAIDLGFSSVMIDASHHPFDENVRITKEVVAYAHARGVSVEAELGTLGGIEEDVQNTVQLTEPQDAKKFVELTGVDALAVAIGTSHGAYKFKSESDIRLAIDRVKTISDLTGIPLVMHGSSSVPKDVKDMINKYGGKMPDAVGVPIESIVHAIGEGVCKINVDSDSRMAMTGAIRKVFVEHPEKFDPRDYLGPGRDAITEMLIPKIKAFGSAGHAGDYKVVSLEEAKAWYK
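Giardia FBPA (40 nM reagent) was preincubated 10 min at RT with compound (up to 57.5 uM final), then substrate plus GAPDH/TPI/NAD/arsenate coupling system with diaphorase/resazurin was added; resorufin fluorescence (525/598 nm) was read after 20 min.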
CHX counter: counter-screen for Shiga toxin inhibitors: cycloheximide protein synthesis inhibition | cell reporter, cycloheximide protein synthesis inhibition counterscreen | max response, % | actives 12% (n = 300,000); in the data active means max response mostly above about 13%, no sharp cut-off; inactive means mostly below about 14%; further: read at 38.3 µM for the half of the compounds with a filed dose; 0% is about no effect
* marks the source's active call; other numbers are inactive results; [ ] = dose if it differs, or a comment. Unless noted, the call rests on the fitted dose curve; in most records, active means well fitted curve in the direction sought with a large enough effect; inconclusive means small, poorly fitted or top-dose-only effect, or another doubt; inactive means no such curve, though single readings can be large; an effect the other way counts as inactive or inconclusive.

What do the screens show for `Cc1nc(C)c(C(=O)C2=C(O)C(=O)N(CCCn3ccnc3)C2c2ccccc2)s1` (stereo not drawn)?
Sm TGR block: -14%; Pf growth 48h: 4%; Shiga toxin inh: 3; FBPA Giardia inh: 2%; CHX counter: 0

Results for O=C(NCC(=O)N1CCCC1)c1ccccc1F ?
Pf growth 96h: 89%[activator]; Sm TGR block: -10%; Pf growth 48h: 58%[activator]; Shiga toxin inh: 53*; FBPA Giardia inh: -9%; CHX counter: 20

Results for Cc1ccc(C(=O)OC(C)C(=O)NC2CCCCC2)cc1S(=O)(=O)N1CCCCC1 (stereo not drawn) ?
Pf growth 96h: inconclusive; Sm TGR block: 7%; Pf growth 48h: 7.4µM*

How did Oc1ccc(NCc2cccc(OCc3ccc(F)cc3)c2)cc1 do in these assays?
Pf growth 96h: 14%; Sm TGR block: 28µM*; Pf growth 48h: inconclusive; Shiga toxin inh: 45*; FBPA Giardia inh: 18µM*; CHX counter: 24*

What do the screens show for `CN(C)C(CNC(=O)Cc1ccc(Br)cc1)c1ccccc1` (stereo not drawn)?
Pf growth 96h: -13%; Sm TGR block: 3%; Pf growth 48h: 8%; Shiga toxin inh: -6; FBPA Giardia inh: 7%; CHX counter: -1

Results for C=C1C[C@@]23CCC4[C@@](C)(CCC[C@@]4(C)C(=O)OC)C2CC[C@]1(OC(C)=O)C3 (stereo partly drawn) ?
Pf growth 96h: inconclusive; Sm TGR block: -12%; Pf growth 48h: 0%

How did O=[N+]([O-])c1cnc(Nc2ccc(Cl)cn2)c([N+](=O)[O-])c1 do in these assays?
Pf growth 96h: 32%[activator]; Sm TGR block: 0%; Pf growth 48h: 104%[activator]; Shiga toxin inh: 19; FBPA Giardia inh: -15%; CHX counter: 1

What do the screens show for `CCOC(=O)c1cc2c(=O)n3ccccc3nc2n(Cc2ccco2)c1=NC(=O)c1ccc(Br)cc1`?
Sm TGR block: inconclusive; Shiga toxin inh: 6; CHX counter: -4

How did COc1ccc(-c2c(C)nn3c(N4CCC(C(=O)NCCN(C)C)CC4)cc(C)nc23)cc1OC do in these assays?
Pf growth 96h: 85%[activator]; Sm TGR block: -3%; Pf growth 48h: 10µM*; Shiga toxin inh: -3; FBPA Giardia inh: 0%; CHX counter: -4

What do the screens show for `Cc1onc(NC(=O)c2ccc([N+](=O)[O-])o2)c1Br`?
Pf growth 96h: 5.9µM*; Sm TGR block: 28µM*; Pf growth 48h: inconclusive; Shiga toxin inh: 71*; FBPA Giardia inh: -16%; CHX counter: 61*

Structural class: the compounds so far with fluorine
Results for O=C(NCC(=O)N1CCCC1)c1ccccc1F ?
Pf growth 96h: 89%[activator]; Sm TGR block: -10%; Pf growth 48h: 58%[activator]; Shiga toxin inh: 53*; FBPA Giardia inh: -9%; CHX counter: 20

How did Oc1ccc(NCc2cccc(OCc3ccc(F)cc3)c2)cc1 do in these assays?
Pf growth 96h: 14%; Sm TGR block: 28µM*; Pf growth 48h: inconclusive; Shiga toxin inh: 45*; FBPA Giardia inh: 18µM*; CHX counter: 24*

New compounds follow
What do the screens show for `Oc1c(N=NC(=S)Nc2ccccc2F)c2ccccc2n1Cc1cccc(Cl)c1`?
Pf growth 96h: 14%; Sm TGR block: 12%; Pf growth 48h: inconclusive; Shiga toxin inh: 11; FBPA Giardia inh: 0%; CHX counter: 9

Results for O=S(=O)(NC1CCCCC1)c1ccc(N2CCOCC2)nc1 ?
Pf growth 96h: 22%; Sm TGR block: 0%; Pf growth 48h: inconclusive; Shiga toxin inh: -15; FBPA Giardia inh: 0%; CHX counter: 7

What do the screens show for `O=C(Cn1nnc(-c2ccncc2)n1)Nc1ccc2c(c1)CCC2`?
Pf growth 96h: 145%; Sm TGR block: -9%; Pf growth 48h: 6%; Shiga toxin inh: 6; FBPA Giardia inh: 2%; CHX counter: 3

Results for CC(=O)c1sc(NCCOc2ccc(C)cc2)nc1C ?
Pf growth 96h: 1%; Sm TGR block: 17%; Pf growth 48h: 38%[activator]; Shiga toxin inh: 60*; FBPA Giardia inh: -25%; CHX counter: 28*

What do the screens show for `COc1ccc(Cn2c(C3CC3)nc3ccc(NC(C)=O)cc3c2=O)cc1`?
Pf growth 96h: inconclusive; Sm TGR block: -5%; Pf growth 48h: 109%[activator]; Shiga toxin inh: 121*; FBPA Giardia inh: -11%; CHX counter: 57*

Results for Cc1cnc(C(=O)OCC(=O)N(C(C)C)C(C)C)cn1 ?
Pf growth 96h: 38%[activator]; Sm TGR block: -1%; Pf growth 48h: 31%; Shiga toxin inh: 13; FBPA Giardia inh: 0%; CHX counter: -1

Results for FC(F)(F)c1cccc(NC(=S)NNC(=S)Nc2cccc(C(F)(F)F)c2)c1 ?
Pf growth 96h: inconclusive; Sm TGR block: 14%; Pf growth 48h: inconclusive; Shiga toxin inh: 22; FBPA Giardia inh: 5%; CHX counter: 10

Results for COc1ccc(NC(=S)NCCCc2ccccc2)cc1 ?
Pf growth 96h: -14%; Sm TGR block: -25%; Pf growth 48h: -9%; Shiga toxin inh: -34; FBPA Giardia inh: 6%; CHX counter: 16

How did COc1ccc(NC(=O)Nc2cccc(C)n2)cc1 do in these assays?
Pf growth 96h: 5%; Sm TGR block: 2%; Pf growth 48h: 140%[activator]; Shiga toxin inh: 117*; FBPA Giardia inh: -4%; CHX counter: 49*

How did COc1ccccc1CCN=C(N)NS(=O)(=O)c1cccs1 do in these assays?
Pf growth 96h: 19%; Sm TGR block: -10%; Pf growth 48h: -17%; Shiga toxin inh: -7; FBPA Giardia inh: 0%; CHX counter: -2

How did Cc1cc(C)c(C(=O)C(C)OC(=O)Cn2cnc3c2c(=O)n(C)c(=O)n3C)cc1C (stereo not drawn) do in these assays?
Pf growth 96h: 37%[activator]; Sm TGR block: -10%; Pf growth 48h: 16%

Results for COCc1cc(C)nc2sc(C(=O)Nc3ccc(OC)cc3)c(N)c12 ?
Pf growth 96h: inconclusive; Sm TGR block: -36%; Pf growth 48h: 59%[activator]; Shiga toxin inh: 84; FBPA Giardia inh: -2%; CHX counter: 29*

What do the screens show for `S=c1[nH]nc(Cc2cccs2)n1-c1ccccc1Cl`?
Pf growth 96h: inconclusive; Sm TGR block: 9%; Pf growth 48h: 14%; Shiga toxin inh: -8; FBPA Giardia inh: -4%; CHX counter: -1

What do the screens show for `CCCN1CCN(S(=O)(=O)c2ccc3c(c2)CCC(=O)N3)CC1`?
Pf growth 96h: -12%; Sm TGR block: -29%; Pf growth 48h: 6%

How did O=C1CCc2cc(S(=O)(=O)Nc3ccc(C(F)(F)F)cc3)cc3c2N1CC3 do in these assays?
Pf growth 96h: inconclusive; Sm TGR block: -11%; Pf growth 48h: inconclusive

What do the screens show for `CCCCC(=O)OCc1cn(-c2ccc(Cl)cc2)nn1`?
Pf growth 96h: 60%[activator]; Sm TGR block: 0%; Pf growth 48h: 11%; Shiga toxin inh: -11; FBPA Giardia inh: 0%; CHX counter: 1

What do the screens show for `COc1cccc(/C=C2/Oc3ccccc3N(CC(=O)NCC3CCCO3)C2=O)c1` (stereo not drawn)?
Pf growth 96h: -21%; Sm TGR block: -1%; Pf growth 48h: inconclusive; Shiga toxin inh: -10; FBPA Giardia inh: 1%; CHX counter: -2

What do the screens show for `COc1ccccc1N1CCN(C(=O)C2CCCN(S(=O)(=O)c3ccc4c(c3)CCCN4C(C)=O)C2)CC1` (stereo not drawn)?
Pf growth 96h: 39%[activator]; Sm TGR block: 2%; Pf growth 48h: inconclusive; Shiga toxin inh: -18; FBPA Giardia inh: 7%; CHX counter: 2

What do the screens show for `COc1ccc(S(=O)(=O)Cc2ccc(C(=O)NC3CCCCCC3)o2)cc1`?
Pf growth 96h: 7.4µM*; Sm TGR block: -22%; Pf growth 48h: 8%; Shiga toxin inh: -3; CHX counter: -2

What do the screens show for `C=C(C)CN(CC)Cc1c(C(=O)N(C)CCCC)nc2ccccn12`?
Pf growth 96h: 9.3µM*; Sm TGR block: -6%[57.1 µM]; Pf growth 48h: -9%; Shiga toxin inh: 9; FBPA Giardia inh: 0%; CHX counter: 1

Next part, overlapping the part above by 2 compounds.
What do the screens show for `COc1ccc(S(=O)(=O)Cc2ccc(C(=O)NC3CCCCCC3)o2)cc1`?
Pf growth 96h: 7.4µM*; Sm TGR block: -22%; Pf growth 48h: 8%; Shiga toxin inh: -3; CHX counter: -2

What do the screens show for `C=C(C)CN(CC)Cc1c(C(=O)N(C)CCCC)nc2ccccn12`?
Pf growth 96h: 9.3µM*; Sm TGR block: -6%[57.1 µM]; Pf growth 48h: -9%; Shiga toxin inh: 9; FBPA Giardia inh: 0%; CHX counter: 1

What do the screens show for `CCn1c(=O)c(C(=O)Nc2ncccc2C)c(O)c2ccccc21`?
Pf growth 96h: inconclusive; Pf growth 48h: -12%; Shiga toxin inh: -9; FBPA Giardia inh: -25%; CHX counter: -1

What do the screens show for `COc1ccc(CNC(=O)COC(=O)c2ccc(OCc3c(C)noc3C)cc2)cc1OC`?
Pf growth 96h: inconclusive; Sm TGR block: -3%; Pf growth 48h: -16%; Shiga toxin inh: -15; FBPA Giardia inh: 4%; CHX counter: 0

How did COc1ccc2nc(C)c(C(=O)NN)cc2c1 do in these assays?
Pf growth 96h: 24%; Sm TGR block: -14%; Pf growth 48h: 14%; Shiga toxin inh: 11; FBPA Giardia inh: 0%; CHX counter: -2

How did N#Cc1nc(COc2ccccc2F)oc1N1CCCCCC1 do in these assays?
Pf growth 96h: -5%; Sm TGR block: -5%; Pf growth 48h: -1%; Shiga toxin inh: 28*; FBPA Giardia inh: 1%; CHX counter: 24*

What do the screens show for `COc1cc(/C=C2\SC(=Nc3ccccc3)N(CCc3c[nH]c4ccccc34)C2=O)ccc1OC(C)C(=O)O` (stereo not drawn)?
Pf growth 96h: 5.2µM*; Sm TGR block: 2%; Pf growth 48h: 10µM*; Shiga toxin inh: -9; FBPA Giardia inh: 11%; CHX counter: 4

What do the screens show for `Cc1cc(NC(C)C)n2c(nc3ccccc32)c1C#N`?
Pf growth 96h: inconclusive; Sm TGR block: -3%; Pf growth 48h: -24%; Shiga toxin inh: -9; FBPA Giardia inh: 4%; CHX counter: -2

How did O=C(Cn1c(-c2cncs2)nc2ccccc21)NC1CCCC1 do in these assays?
Pf growth 96h: 9.3µM*; Sm TGR block: 1%; Pf growth 48h: 7%; Shiga toxin inh: -3; FBPA Giardia inh: 3%; CHX counter: -2

What do the screens show for `COc1ccccc1NC(=O)C1CCN(S(=O)(=O)c2ccc3c(c2)NC(=O)CO3)CC1`?
Pf growth 96h: -2%; Sm TGR block: -11%; Pf growth 48h: inconclusive; Shiga toxin inh: 10; CHX counter: 7

What do the screens show for `Cc1cccc(C)c1NS(=O)(=O)c1ccc(F)cc1`?
Pf growth 96h: 0%[5.75 µM]; Sm TGR block: -2%; Pf growth 48h: 18%; Shiga toxin inh: -16; FBPA Giardia inh: -4%; CHX counter: -2

Results for O=C1CN=C(Nc2ccccc2)N1Cc1cccs1 ?
Sm TGR block: 6%; Pf growth 48h: -5%; Shiga toxin inh: -11; FBPA Giardia inh: -12%; CHX counter: 2

Results for CCOC(=O)Cc1c(C)nc2c(-c3ccc(Cl)cc3)c(C)[nH]n2c1=O ?
Pf growth 96h: -2%; Sm TGR block: -6%; Pf growth 48h: 55%[activator]; Shiga toxin inh: -9; FBPA Giardia inh: -1%; CHX counter: -1

What do the screens show for `O=C(CCCCCCCCCCC(=O)NCc1cccnc1)NCc1cccnc1`?
Pf growth 96h: 0%; Sm TGR block: 24%; Pf growth 48h: -17%; Shiga toxin inh: -10; FBPA Giardia inh: 3%; CHX counter: -1

How did ClC(Cl)(Cl)c1ccccc1 do in these assays?
Pf growth 96h: 0%; Sm TGR block: -16%; Pf growth 48h: 5%

From PubChem BioAssay
